Assay outcomes from PubChem.
H9c2 TAG inh: reduces triacylglycerol accumulation in H9c2 cells; Nile Red lipid (TAG) fluorescence; cells loaded with 200 µM oleic acid; inhibition, % at 12.5 µM; 230,000 compounds, 0.66% hits; AID 651582;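 active = pattern-corrected inhibition of lipid staining of at least 50% with the nuclear-stain viability signal not falling by more than 50%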;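 note: 0% = DMSO wells and 100% = triacsin C control wells; some results filed as inactive read as strong as hits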
H9c2 TAG inh DAPI viability: second read-out of H9c2 TAG inh, no call of its own (marks repeat the call); DAPI nuclei signal change (viability), lower = more cytotoxic, %;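 whole-well DAPI fluorescence read on a plate reader as a viability signal; minus 50 percent equals half of cells still viable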
An asterisk follows results filed as active; & = joins results of further samples.

compound | H9c2 TAG inh | H9c2 TAG inh DAPI viability
CCc1nnc(NC(=O)c2ccc(S(=O)(=O)N(C)c3ccccc3)cc2)o1 | 13 | -19
COc1ccc(NC(=O)c2cc(C)nc3ccccc23)cc1S(=O)(=O)N1CCOCC1 | 9 | 10
CCOc1ccccc1N(CC(=O)Nc1ccccc1Br)S(=O)(=O)c1ccccc1 | -4 | -11
CC[N+]1(C)CCC(O)(c2ccc(OC)cc2)C(C(=O)c2ccc(OC)cc2)C1 (stereo unspecified) | -9 | -1
O=S(=O)(c1ccc(Br)cc1F)N1CCCCC1CCO (stereo unspecified) | -13 | -5
CCCCN(C(=O)c1cc2c(s1)CCCCC2)c1c(N)n(CC(C)C)c(=O)[nH]c1=O | 6 | -2
CC(C)(C)C(=O)N1CCN(c2ccc([N+](=O)[O-])cc2Cl)CC1 | -1 | -10
Cc1nc(-c2ccc3c(c2)OCO3)cs1 | 2 | -5
O=C(Nc1ccc(S(=O)(=O)Nc2nccs2)cc1)c1cnc(Cl)c(Cl)c1 | -6 | 15
COc1ccc(N2C(=O)CC(NNC(=O)c3cccnc3)C2=O)cc1 (stereo unspecified) | 2 | 3
O=C(O)CSC1c2ccccc2C(=O)N1Cc1ccccc1 (stereo unspecified) | 3 | 3
O=c1c([N+](=O)[O-])c(N2CCOCC2)c2ccccc2n1-c1ccccc1 | 5 | 4
CC12CCC(C(=O)NCC3CCCO3)(OC1=O)C2(C)C (stereo unspecified) | 6 | 13
Cc1c(NC(=S)Nc2ccc(Cl)cc2)c(=O)n(-c2ccccc2)n1C | 9 | -2
Cc1nc(-c2ccc(S(=O)(=O)N3CCCCCC3)cc2)cs1 | 0 | 4
Nc1ncnc2c1ncn2C1CCCO1 (stereo unspecified) | -8 | -2
O=C(CSc1nnnn1-c1cccnc1)NCc1cccs1 | -20 | 8
CC(C)CNC(=O)c1ccccc1C(=O)NC1(C(=O)NCC(C)C)CCCC1 | -13 | 7
CN1CCN(c2ccc(S(=O)(=O)N3CCOCC3)cc2NC(=O)COc2ccc(F)cc2Cl)CC1 | 27 | 2
Cc1ccc(/C([O-])=C(/C(=S)Nc2ccc(SC(F)F)cc2)[n+]2ccccc2)cc1[N+](=O)[O-] | 15 | -6
CC(=O)Nc1cccc(NC(=O)CSc2nc(=O)n(CCCN3CCOCC3)c3c2CCC3)c1 | 13 | -7
CCC/C=N/NC(=O)c1ccc(F)cc1 | -9 | -7
O=C(CN1C(=O)C2CC=CCC2C1=O)OCCN1C(=O)c2ccccc2C1=O (stereo unspecified) | -6 | -1
Cc1ccc(S(=O)(=O)Oc2ccccc2/C=N/Nc2ccc(C(=O)O)cc2)cc1 | 2 | 4

Laid out differently: entries from further up
Under each structure: H9c2 TAG inh	H9c2 TAG inh DAPI viability
> Cc1nc(-c2ccc(S(=O)(=O)N3CCCCCC3)cc2)cs1
→ 0	4
> Nc1ncnc2c1ncn2C1CCCO1 (stereo unspecified)
→ -8	-2
> O=C(CSc1nnnn1-c1cccnc1)NCc1cccs1
→ -20	8
> CC(C)CNC(=O)c1ccccc1C(=O)NC1(C(=O)NCC(C)C)CCCC1
→ -13	7
> CN1CCN(c2ccc(S(=O)(=O)N3CCOCC3)cc2NC(=O)COc2ccc(F)cc2Cl)CC1
→ 27	2
> Cc1ccc(/C([O-])=C(/C(=S)Nc2ccc(SC(F)F)cc2)[n+]2ccccc2)cc1[N+](=O)[O-]
→ 15	-6

(further entries)
compound | H9c2 TAG inh | H9c2 TAG inh DAPI viability
O=Cc1cnc(N2CCN(c3ccccc3)CC2)s1 | -9 | 8
CC(C)C[C@@H](CN)NC(=O)c1nc[nH]c1C(=O)N[C@@H](C)C(=O)CNC[C@H](C)NC(=O)c1nc[nH]c1C(=O)N[C@@H](Cc1ccccc1)C(=O)O | 1 | 5
O=c1nc2onnc2c(C=NO)[nH]1 | 0 | -2
COc1cc(/C=C2\SC(=S)N(C(Cc3ccccc3)C(=O)O)C2=O)ccc1O (stereo unspecified) | -12 | 7
CCOC(=O)CCP(=O)(O)C(O)c1ccccc1 (stereo unspecified) | 1 | 9
Cn1c(=O)c(C(=O)CN2CCCCCC2)c(N)n(Cc2ccccc2)c1=O | -1 | -6
C=C(C)C(=O)N1CC2(CC(c3cccc(NC(=O)/C=C\C)c3)=NO2)C[C@H]1C(N)=O (stereo partly specified) | 0 | -4
O=C1CCCCC1Sc1nnc(Nc2ccccc2)s1 (stereo unspecified) | 0 | 14
O=C(CSc1nnnn1C1CC1)Nc1ccc(S(=O)(=O)N2CCOCC2)cc1 | -3 | -2
COc1cccc(C(=O)NCCCn2ccnc2)c1 | 10 | 7
CCc1nnc(NS(=O)(=O)c2ccc(NC(=O)c3ccc([N+](=O)[O-])s3)cc2)s1 | 67* | -34*
Cc1cc(C)c(C)c(S(=O)(=O)N2CCC(C(=O)OCC(=O)NC3CCS(=O)(=O)C3)CC2)c1C (stereo unspecified) | 6 | 0
O=C(CSc1nc2ccccc2c(=O)n1-c1ccc(F)cc1)NC1CCS(=O)(=O)C1 (stereo unspecified) | -2 | -1
COc1ccc(NC(=O)NCCc2ccc(Cl)cc2)cc1OC | -31 | -1
O=C(Cc1ccc(Br)cc1)OCC(=O)N1CCCCCC1 | -7 | 3
Cc1ccc(C)c(NS(=O)(=O)c2ccc(OCC(=O)NCc3ccccn3)cc2)c1 | 2 | -7
CCCCn1c(N)c(N(Cc2ccccc2OC)C(=O)CCSC)c(=O)[nH]c1=O | 17 | -2
Cn1ccnc1C(O)(c1nnc(-c2ccccc2)o1)C(F)(F)F (stereo unspecified) | -5 | 7
O=C(NC(=O)c1ccccc1)Nc1ccc(Cl)cn1 | -4 | 9
CCOC(=O)C1=C(C)Nc2nc(SCC(=O)OC)nn2C1c1cc(F)cc(F)c1 (stereo unspecified) | -6&-12 | -6&6
Cc1cccc(C)c1NC(=O)CN(C)C(=O)c1cccc(-n2cccc2)c1 | -4 | 1
CC(C)C[C@H]1COCCS(=O)(=O)N1Cc1cccc(F)c1 | 5 | -2
CC1CC1C(=O)OCC(=O)Nc1cccc(Br)c1 (stereo unspecified) | -15 | 5
COc1ccc(C(=O)Nc2ccc(Cl)cc2C(=O)NCc2ccco2)cc1 | 61* | -14*
COc1ccc(CCCNC(=O)C2(C)Cc3c(-c4ccc(C(N)=O)cc4)ccnc3O2)cc1 (stereo unspecified) | -2 | -20
COc1ccc(CCNC(=O)COc2cccc3c2OC(C)(C)C3)cc1OC | -15 | 14
CCOCc1[nH]c(=S)[nH]c(=O)c1Cc1ccc(OCC)cc1 | 9 | -8
O=C(NCc1cccs1)C1CC1 | 1 | -4
Cc1ccc(C)c(NC(=S)Nc2cccnc2)c1 | -12 | 7
COc1ccc2[nH]c3c(=O)n(/N=C/c4ccc(OC)c(CN5CCCC5)c4)c(C)nc3c2c1 | 15 | 11
COc1ccc(CCNC(=O)CN(C)S(=O)(=O)c2ccc(OC)cc2)cc1 | 1 | 3
Cc1cccc(-c2cc(N)n(-c3ccccc3)n2)c1 | -5 | 1
COc1ccc(C(=O)Nc2cccc(C(=O)NCc3ccco3)c2)cc1 | 8 | -3
Cc1cc2c(c(=O)n1Cc1cccnc1)C(c1cccs1)C(C#N)=C(N)O2 (stereo unspecified) | -14 | 9
Cc1nc(NC(=O)c2ccccc2)nc2cc3c(cc12)OCO3 | 6 | -6
CCCC(=O)C1=C(O)C(C(=O)OC)C(C)(C)CC1=Nc1cccc([N+](=O)[O-])c1 (stereo unspecified) | -5 | 3
O=C1c2ccccc2C(Nc2ccc3c(c2)OCCO3)N1c1ccc(Cl)cn1 (stereo unspecified) | -20 | 5
COc1ccccc1OCC(=O)Nc1cc(NC(=O)COc2ccccc2OC)cc(C(=O)O)c1 | 4 | -6
O=C(CCC(=O)N1CCN(c2ccc(O)cc2)CC1)c1cccs1 | -3 | 1
Cc1ccc(S(=O)(=O)N2CCC(C(=O)NCc3ccccc3CN3CCCC3)CC2)cc1 | 19 | -13
CCN(CC(=O)NCc1cccs1)C(=O)c1ccc(S(=O)(=O)Nc2ccccc2F)cc1 | 21 | 1
CC(C)c1ccc(S(=O)(=O)N2CCN(C(=O)Cc3ccsc3)CC2)cc1 | -8 | 6
CCN(C(=O)c1ccncc1)c1c(N)n(Cc2ccccc2)c(=O)[nH]c1=O | -1 | 2
CC1CN(C(=O)c2cccc(S(=O)(=O)NCc3ccccc3)c2)CC(C)O1 (stereo unspecified) | 3 | 6
COc1ccc(/C=C/C(=O)N2CCC(C(N)=O)CC2)cc1S(=O)(=O)N1CCOCC1 | -2 | -12
C[C@@H](C(=O)CC(=O)OC(C)(C)C)[C@@H](O)c1c(F)cccc1Cl | -15 | 5
O=C(Nc1nccs1)c1ccc(Br)cc1 | -2 | -7
CC(=O)c1cccc(NC(=O)C2Cc3c(-c4cccc(F)c4)ccnc3O2)c1 (stereo unspecified) | -31 | -14
CN(C)CCCN1C(=O)c2cccc3c(Br)ccc(c23)C1=O | 15 | 19
O=C(NC1CCN(Cc2ccccc2)CC1)c1ccc(N2CC3CC(C2)c2cccc(=O)n2C3)c([N+](=O)[O-])c1 (stereo unspecified) | 0 | 4
COc1ccc(OCC(=O)NNC(=S)NC(=O)C2CC2)cc1 | -3 | -3
COc1ccccc1NS(=O)(=O)c1cccc(C(=O)NCC(c2ccccc2OC)N2CCCC2)c1 (stereo unspecified) | -7 | -3
O=C1c2ccccc2C(=O)N1OCc1c(F)cccc1Cl | -17 | 0
O=C(CC1CCCCC1)c1c(O)c2ccccc2oc1=O | 3 | -3
CN1CCN(Cc2cc(=O)oc3cc4c(cc23)CCC4)CC1 | 6 | 15
CCOC(=O)N(C)C[C@H]1OCc2cn(nn2)CCCC(=O)N([C@H](C)CO)C[C@@H]1C | 7 | 0
COc1ccccc1-n1cnc2cc(C(=O)NCc3ccco3)ccc21 | 12 | -5
O=C(NNc1cccc([N+](=O)[O-])c1)/C(=C\c1cccnc1)NC(=O)c1ccccc1 | 9 | -9
CCn1cc(C(=O)O)c(=O)c2cc(F)c(N3CCN(C(=S)NC(=O)c4ccccc4Cl)CC3)cc21 | 0 | 9
CCN(CCO)c1ncnc2c1sc1nc(C(C)C)c3c(c12)CC(C)(C)OC3 | 8 | -1

Other records follow:
compound | H9c2 TAG inh | H9c2 TAG inh DAPI viability
COc1ccc(C2=NN(C(=O)CSc3cn(C)c4ccccc34)C(c3ccc(OC)cc3)C2)cc1 (stereo unspecified) | -10 | 8
Cc1ccc(C)c(S(=O)(=O)N2CCN(C(=O)c3ccc(-n4cncn4)c([N+](=O)[O-])c3)CC2)c1 | -9 | 3
CCNc1nc(-c2ccc(OC(F)F)cc2)c(C)s1 | 4 | -7
Cc1ccc(NC(=O)c2ccc(N3CCOCC3)c([N+](=O)[O-])c2)cc1S(=O)(=O)N1CCOCC1 | -27 | 2
Cc1nc2c(C)cccn2c(=O)c1NC(=O)c1ccc2c(c1)OCO2 | 4 | 0
CCOC(=O)C1=C(C)C2C3C(=O)N(c4cc(C)ccc4C)C(=O)C3C1(C)C1C(=O)N(c3cc(C)ccc3C)C(=O)C21 (stereo unspecified) | 24 | -19
O=C(NCc1ccc(F)cc1)c1cc(C2CCCCN2C(=O)c2ccccn2)on1 (stereo unspecified) | -13 | 15
O=S1(=O)CCOC[C@H](CC2CCCCC2)N1Cc1ccccc1F | -8 | -1
COc1ccc(C(=O)NNC(=S)NC(=O)/C=C/c2cccs2)cc1 | 1 | 12
O=C(Nc1ccc(OCCO)cc1)c1csc([C@@H]2O[C@H](CO)[C@H](O)[C@H](O)[C@H]2O)n1 | 2 | 0
O=C(CCN1CCc2ccccc2C(O)(c2ccccc2)C1)c1ccc2c(c1)OCCO2 (stereo unspecified) | 8 | -4
COc1ccc(C(=O)NC2CC2)cc1OC1CCN(Cc2ccc(F)cc2Cl)CC1 | 3 | 2
CCOC(=O)[C@@H]1[C@H]2COc3ccc(Br)cc3[C@@H]2N2C(=O)N(c3cccc(Cl)c3)C(=O)[C@@]12C | 27 | -5
COc1ccc(-c2cc(C(F)(F)F)nc(SCC(=O)NCCCN3CCOCC3)n2)cc1 | -10 | 63
O=C(OCC(=O)N1CCCC1=O)c1cccc(S(=O)(=O)N2CCOCC2)c1 | 3 | -23
CS(=O)(=O)N(CC(=O)N1CCN(c2cccc(Cl)c2)CC1)C1CCCCC1 | 12 | -1
CSc1nc(N(C)C)c2ccccc2n1 | 8 | -9
COc1cccc(C2CCCN2Cc2nc(CC3CC3)no2)c1 (stereo unspecified) | 12 | -12
O=C(CCCCCNC(=O)c1ccccc1)C[N+](=O)[O-] | 3 | 15
O=S1(=O)N=C(Nc2ccc(N3CCOCC3)c(Cl)c2)c2ccccc21 | -7 | 17
CC(NC(=O)Nc1ccc(F)cc1F)c1ccc2c(c1)OCO2 (stereo unspecified) | -24 | 1
Cc1ccccc1NC(=O)N1CCc2ccccc2C1 | -1 | -4
COc1ccc(Cl)cc1NC(=O)c1ccco1 | -20 | 7
COc1ccccc1-c1nnc(SCC(=O)NC2CC2)n1C | 1 | -14
C#CCNC(=O)C1=C[C@@H](c2ccc(C(F)(F)F)cc2)[C@H](CCCO)[C@@H](OCC)O1 | 10 | -9
CCCCN(C)c1c(C)nc2ccc(C(=O)NCCc3c[nH]c4ccccc34)cn12 | 19 | -11
NNC(=O)c1sc2nc(N3CCOCC3)c3c(c2c1N)CCCC3 | -1 | 25
CCN(CC)CCNC(=O)Cn1ncc2ccccc2c1=O | 10 | -7
Cc1ccc(C(=O)N2CCC(C(N)=O)CC2)cc1C | 8 | 7
CC1=C(C(=O)N(C)C)C(c2ccc(C)s2)NC(=S)N1 (stereo unspecified) | 8 | -6
CS(=O)(=O)N1c2ccccc2[C@@]2(Br)C[C@H]3C(=O)N[C@@H](Cc4ccccc4)C(=O)N3[C@@H]12 | -12 | 5
CCN1CCN(C(=S)c2ccc(OC)cc2)CC1 | -4 | 15

Not all compounds are listed; the hit share may differ from the screen's.
